# Rin1 Abl inh = blocks binding of human Rin1 to Abl | P00519+Q13671 | TR-FRET Rin1/Abl binding, biochemical | 360,000 compounds, 0.4% hits | inhibition, % at 7.35 µM; in the data active = inhibition above about 5%, passing the limit was not always enough
# Rpn11 block = inhibitors of human proteasome Rpn11 | O00487 | human 26S proteasome, Ub4-pepOG fluorescence polarization; 20S core pre-blocked with epoxomicin | calls only at 20 µM | 360,000 compounds, 0.59% hits | AID 588493;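 active = inhibition at 20 µM, scaled to each plate's controls, above about 33%, limit read from the data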
# Target sequence (O00487 whole entry, looked up): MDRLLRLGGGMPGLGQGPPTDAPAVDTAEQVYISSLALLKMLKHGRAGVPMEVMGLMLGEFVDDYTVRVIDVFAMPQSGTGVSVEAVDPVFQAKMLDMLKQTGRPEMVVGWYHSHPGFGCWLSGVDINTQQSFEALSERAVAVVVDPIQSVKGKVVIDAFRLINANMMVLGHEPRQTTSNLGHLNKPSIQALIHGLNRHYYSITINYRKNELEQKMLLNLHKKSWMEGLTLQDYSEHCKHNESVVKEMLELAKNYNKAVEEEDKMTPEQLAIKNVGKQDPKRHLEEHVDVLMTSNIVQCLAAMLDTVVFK
# Neddylation inh = blocks human cullin neddylation. P61081+Q13564. TR-FRET cullin neddylation, biochemical. calls only at 25 µM. 360,000 compounds, 0.58% hits. AID 651699; in the data active = inhibition above about 36%
# NadD block = NadD (S. aureus) enzyme inhibition; purified NadD enzyme, colorimetric absorbance read-out; inhibition, % at 20 µM; 360,000 compounds, 0.78% hits; AID 602399; in the data active = inhibition above about 26%; note: some compounds past the cut are filed as inactive
# LMPTP inh = blocks human LMPTP phosphatase | AID 651560 | recombinant LMPTP-A, OMFP fluorogenic substrate, fluorescence intensity | inhibition, % at 20 µM | P24666 | 360,000 compounds, 0.22% hits;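 active = compounds that cut the enzyme signal by at least half of the control window in the single-dose screen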;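 note: plate controls were DMSO wells with enzyme plus substrate for no effect and substrate without enzyme for full effect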
# Target sequence (P24666 whole entry, looked up): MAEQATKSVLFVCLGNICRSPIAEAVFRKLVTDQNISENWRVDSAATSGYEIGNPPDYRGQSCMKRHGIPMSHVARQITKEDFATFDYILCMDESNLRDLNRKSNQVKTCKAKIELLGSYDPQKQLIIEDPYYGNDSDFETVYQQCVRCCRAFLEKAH
#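 Assay system: LMPTP-A enzyme. Input: 0.625 nM LMPTP-A final. Probe or stimulus: 400 µM OMFP. Compound dosing: single 20 µM dose. Schedule: 50 min dark incubation at room temperature. Detection: fluorescence intensity of OMFP turnover product. Read-out: percent inhibition versus substrate-only and uninhibited controls. Benchmarks: no-enzyme low control, uninhibited high control.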
# CSN inh = blocks human CSN-mediated cullin deneddylation; 360,000 compounds, 0.38% hits; Q92905; inhibition, % at 12.5 µM; Purified CSN, SCF-Nedd8-OG deneddylation, fluorescence polarization;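 active = pattern-corrected inhibition above about 35%, with an unprinted fluorescence ratio check between 0.5 and 1.5, limit read from the data, passing the limit was not always enough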;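 note: 0% = enzyme with substrate and 100% = substrate without enzyme; some results filed as inactive read as strong as hits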
# Target sequence (Q92905 whole entry, looked up, one chain of several): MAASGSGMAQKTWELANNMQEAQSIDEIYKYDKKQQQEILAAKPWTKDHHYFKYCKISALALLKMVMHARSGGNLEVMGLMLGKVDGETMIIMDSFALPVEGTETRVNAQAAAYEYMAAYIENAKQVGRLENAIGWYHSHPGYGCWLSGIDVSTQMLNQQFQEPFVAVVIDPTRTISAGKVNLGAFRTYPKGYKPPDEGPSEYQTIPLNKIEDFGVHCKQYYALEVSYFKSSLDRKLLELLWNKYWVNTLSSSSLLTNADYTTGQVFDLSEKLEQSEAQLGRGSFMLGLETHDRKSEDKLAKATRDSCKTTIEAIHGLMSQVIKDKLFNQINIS
#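 Material: human Csn5 produced in HEK293T cells; Input: enzyme 0.24 nM; Reagent: SCFSkp2-Nedd8OG substrate at 10 nM final; Dosing: 12.5 µM compound; Incubation: 90 min reaction at room temperature; Detection: fluorescence polarization of the substrate; Evaluation: % inhibition of substrate cleavage by Csn5; Control set: substrate-only high control, full reaction low control.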
# STEP inh = inhibitors of human striatal-enriched phosphatase STEP; P54829; recombinant STEP, OMFP fluorogenic substrate, fluorescence; 360,000 compounds, 0.25% hits; inhibition, % at 20 µM;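 active = inhibition at 20 µM, scaled per plate between control wells, above about 37%, limit read from the data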;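 note: 0% = DMSO with enzyme and substrate and 100% = substrate only without enzyme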
#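 System: isolated STEP enzyme; schedule: 20 min enzyme reaction at room temperature, protected from light; medium: Bis-Tris buffer pH 6.0, 2.5 mM DTT, 0.005% Tween 20; signal: fluorescence, 480/540 nm; dosing: single compound dose of 20 µM, 1% DMSO final; also added: OMFP substrate, 25 µM final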
# Scp1 inh = blocks human Scp-1 phosphatase activity | Q9GZU7 | 340,000 compounds, 0.88% hits | inhibition, % at 20 µM | Recombinant Scp1, phosphopeptide, malachite green phosphate absorbance;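 active = inhibition above about 50% at 20 µM, limit read from the data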;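 note: plate controls were DMSO wells with enzyme for no effect and wells lacking enzyme for full effect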
#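 Material – SCP-1 phosphatase catalytic domain, residues 76-261 · Buffer or medium – Acidic Tris acetate buffer with magnesium and detergent · Also added – Phospho 17-mer peptide substrate · Compound – single 20 µM dose, 1% DMSO · Times – 45 min room-temperature reaction, 5 min colour, 30 min stabiliser · Technique – Phosphate-binding colour reagent, absorbance read at 630 nm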
# SUMO1 PPI mod = modulators of human SUMO1-mediated protein-protein interactions. P63165. SUMO1 binding to a labelled peptide, TR-FRET, 1 h. inhibition, % at 20 µM. 360,000 compounds, 0.33% hits; in the data active = inhibition above about 37%
# Target sequence (P63165 whole entry, looked up): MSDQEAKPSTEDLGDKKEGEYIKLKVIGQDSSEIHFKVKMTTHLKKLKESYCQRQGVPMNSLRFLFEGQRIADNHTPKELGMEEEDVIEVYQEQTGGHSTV
# DNMT1 inh = DNMT1 (human) enzyme inhibition; P26358; DNMT1 molecular beacon, Hinp1I cleavage, fluorescence; inhibition (reported as % activation of signal), % at 10 µM; 360,000 compounds, 0.83% hits; AID 588458; in the data active = inhibition above about 50%
# Starred values were filed as active, the others as inactive; i = inactive; . = not tested or not shown.
Rin1 Abl inh,Rpn11 block,Neddylation inh,NadD block,LMPTP inh,CSN inh,STEP inh,Scp1 inh,SUMO1 PPI mod,DNMT1 inh,mol
-1,i,i,7,0.8,-1,1,-6,2,-1,O=C1CN(C(=O)c2ccc(Br)o2)C(c2ccc(F)cc2)c2cc(Cl)ccc2N1 (centres undefined)
-3,i,i,-5,1.4,3,3,-15,-1,-1,CC1CCc2nc(NC(=O)CN3CCN(c4ccc(F)cc4)CC3)sc2C1 (centres undefined)
-1,i,.,3,0.7,4,-2,-5,-7,1,COc1ccc(O)c(/C=N/NC(=S)NCCc2ccccc2)c1
3,i,i,-3,1.8,-6,2,-11,3,8,CCOC(=O)C1=CC[C@@H](c2cc3ccc(OC)cc3n2C)N(S(=O)(=O)c2ccc(C)cc2)[C@H]1C(=O)OCC
-1,i,i,-10,1.8,5,-1,-7,-26,-4,COc1ccc(NC(=O)CN2CCc3ccccc3C2)c([N+](=O)[O-])c1
0,i,i,3,-1.3,6,0,-1,1,0,Cc1ccc(-c2ocnc2C(=O)N2CCN(C(=O)c3cccs3)CC2)cc1
-1,i,i,-8,-0.3,1,-1,-8,-7,-2,O=C(NN=C1CCC(=NNC(=O)c2cccnc2)CC1)c1cccnc1
3,i,i,4,-0.9,-1,1,2,-2,1,CCCCn1c(N)c(N(CCC(C)C)C(=O)C(C)N2C(=O)c3ccccc3C2=O)c(=O)[nH]c1=O (centres undefined)
1,i,i,-1,-0.7,-3,11,-6,1,1,Cc1cccc(C(=O)Nc2cccc(C(=O)N3CCOCC3)c2)c1
-1,i,i,1,-3.7,-5,-3,-8,1,-2,CCN(CC)CCNC(=O)CS(=O)Cc1nc(-c2ccc(C)cc2)oc1C (centres undefined)

# The list goes on.
Rin1 Abl inh,Rpn11 block,Neddylation inh,NadD block,LMPTP inh,CSN inh,STEP inh,Scp1 inh,SUMO1 PPI mod,DNMT1 inh,mol
3,i,i,-13,-1.2,1,-2,0,-4,0,CCNCC(=O)N1c2ccccc2CCc2ccc(NC(=O)OCC)cc21
3,i,i,0,-0.7,-14,-2,-5,0,1,CCOC(=O)N/N=C(\C)c1cccs1
-1,i,i,5,0.7,2,-2,2,4,8,Cc1[nH]c2ccccc2c1C(=O)COC(=O)Cn1c(C)nc2ccccc21
-8,i,i,3,3.1,2,-1,-3,-21,-5,c1ccc2c(c1)nc(Nc1ccc(N3CCCCC3)cc1)c1nncn12
-12,i,i,-1,9.2,-4,6,-5,-51,-4,Cc1cc2ccccn2c1C(=S)NC(=O)c1ccccc1
0,i,i,-6,-0.4,0,0,-10,4,1,COc1ccc(CNC(=O)[C@H](C)NC(=O)N2CCn3c2nc2ccccc23)cc1
0,i,i,-4,-2.4,0,0,.,-5,6,COCCN(C(=O)COC(=O)C1CCCCC1)c1c(N)n(Cc2ccccc2)c(=O)[nH]c1=O
-1,i,i,-4,0.4,10,1,-7,-2,-1,CCCCP(=O)(CCCC)CCP(=O)(c1ccccc1)c1ccccc1
-2,i,i,-3,-0.9,1,1,.,5,-4,COc1ccc(Cl)cc1Nc1nc(Cl)nc(NCCO)n1
-1,i,i,1,-0.9,-7,-1,-2,1,5,O=C(N/N=C1/CC(c2ccccc2)Oc2ccccc21)C1CC1 (centres undefined)

# (cont.)
Rin1 Abl inh,Rpn11 block,Neddylation inh,NadD block,LMPTP inh,CSN inh,STEP inh,Scp1 inh,SUMO1 PPI mod,DNMT1 inh,mol
0,i,i,-1,-1.3,-3,2,-6,4,4,Cc1ccc(-n2c(-c3ccncc3)nnc2-c2ccco2)cc1
0,i,i,29,3.2,5,-6,-21,-9,-46,Cc1ccc([N+](=O)[O-])cc1N(CC(=O)Nc1ccc(S(=O)(=O)Nc2cccc(C(F)(F)F)c2)cc1)S(C)(=O)=O
.,.,i,0,0.3,-1,.,.,-2,.,COCCNC(=O)c1cc2c(Br)ccc(Br)c2nc1N
0,i,i,6,-0.8,2,-1,-1,3,0,O=C(Nc1cc(Cl)ccc1-n1cncn1)c1ccc(F)c(S(=O)(=O)N2CCOCC2)c1
6,i,i,6,0.2,3,1,.,-12,-15,COc1ccc(CC(N)c2csc(NC(=O)Nc3cc(OC)ccc3OC)n2)cc1 (centres undefined)
1,i,i,1,-1.9,-4,-1,3,-3,-1,CCOC(=O)N1CCN(C(=O)CSC2=NS(=O)(=O)c3cc(F)ccc3N2)CC1
-1,i,i,3,2.4,-4,0,-2,13,2,N#Cc1c(-c2ccccc2)nc(SCc2ccc(Cl)cc2)[nH]c1=O
-14,i,i,17,1.9,0,1,0,-27,-4,Cc1ccc(CSc2nc3ccncc3n2CC(=O)Nc2cc(C)cc(C)c2)cc1
3,i,i,0,1.0,4,1,-5,3,2,Cc1ccc(NC(=O)Cn2c(=O)ccn(Cc3ccccc3)c2=O)cc1S(=O)(=O)N1CCOCC1
-6,i,i,2,-1.1,-2,0,.,-1,2,CCOC(=O)C1(C)CCCCCN1C(=O)c1snnc1C (centres undefined)

# Quoted from the listing for reference:
Rin1 Abl inh,Rpn11 block,Neddylation inh,NadD block,LMPTP inh,CSN inh,STEP inh,Scp1 inh,SUMO1 PPI mod,DNMT1 inh,mol
-8,i,i,3,3.1,2,-1,-3,-21,-5,c1ccc2c(c1)nc(Nc1ccc(N3CCCCC3)cc1)c1nncn12
-12,i,i,-1,9.2,-4,6,-5,-51,-4,Cc1cc2ccccn2c1C(=S)NC(=O)c1ccccc1
0,i,i,-6,-0.4,0,0,-10,4,1,COc1ccc(CNC(=O)[C@H](C)NC(=O)N2CCn3c2nc2ccccc23)cc1
0,i,i,-4,-2.4,0,0,.,-5,6,COCCN(C(=O)COC(=O)C1CCCCC1)c1c(N)n(Cc2ccccc2)c(=O)[nH]c1=O
-1,i,i,-4,0.4,10,1,-7,-2,-1,CCCCP(=O)(CCCC)CCP(=O)(c1ccccc1)c1ccccc1
-2,i,i,-3,-0.9,1,1,.,5,-4,COc1ccc(Cl)cc1Nc1nc(Cl)nc(NCCO)n1
-1,i,i,1,-0.9,-7,-1,-2,1,5,O=C(N/N=C1/CC(c2ccccc2)Oc2ccccc21)C1CC1 (centres undefined)
0,i,i,-1,-1.3,-3,2,-6,4,4,Cc1ccc(-n2c(-c3ccncc3)nnc2-c2ccco2)cc1
0,i,i,29,3.2,5,-6,-21,-9,-46,Cc1ccc([N+](=O)[O-])cc1N(CC(=O)Nc1ccc(S(=O)(=O)Nc2cccc(C(F)(F)F)c2)cc1)S(C)(=O)=O
.,.,i,0,0.3,-1,.,.,-2,.,COCCNC(=O)c1cc2c(Br)ccc(Br)c2nc1N
0,i,i,6,-0.8,2,-1,-1,3,0,O=C(Nc1cc(Cl)ccc1-n1cncn1)c1ccc(F)c(S(=O)(=O)N2CCOCC2)c1
6,i,i,6,0.2,3,1,.,-12,-15,COc1ccc(CC(N)c2csc(NC(=O)Nc3cc(OC)ccc3OC)n2)cc1 (centres undefined)
1,i,i,1,-1.9,-4,-1,3,-3,-1,CCOC(=O)N1CCN(C(=O)CSC2=NS(=O)(=O)c3cc(F)ccc3N2)CC1
-1,i,i,3,2.4,-4,0,-2,13,2,N#Cc1c(-c2ccccc2)nc(SCc2ccc(Cl)cc2)[nH]c1=O
-14,i,i,17,1.9,0,1,0,-27,-4,Cc1ccc(CSc2nc3ccncc3n2CC(=O)Nc2cc(C)cc(C)c2)cc1
3,i,i,0,1.0,4,1,-5,3,2,Cc1ccc(NC(=O)Cn2c(=O)ccn(Cc3ccccc3)c2=O)cc1S(=O)(=O)N1CCOCC1
-6,i,i,2,-1.1,-2,0,.,-1,2,CCOC(=O)C1(C)CCCCCN1C(=O)c1snnc1C (centres undefined)

# New compounds follow
Rin1 Abl inh,Rpn11 block,Neddylation inh,NadD block,LMPTP inh,CSN inh,STEP inh,Scp1 inh,SUMO1 PPI mod,DNMT1 inh,mol
-1,i,i,0,-0.6,-1,-4,-4,-3,-2,CC(=O)Nc1cccc(NC(=O)CCn2cnc3cc(C)c(C)cc32)c1
-2,i,i,-3,1.1,2,1,-15,-6,3,Cc1cccc(OCC(=O)Nc2ccc3oc(=O)ccc3c2)c1C
-1,i,i,-2,-1.0,-1,-1,-5,1,0,Cn1c(=O)cc(N2CCc3ccccc32)[nH]c1=O
-3,i,i,17,-0.8,4,-1,3,-4,8,COc1ccccc1/C=C(\NC(=O)c1ccc(OC)c(OC)c1)C(=O)Nc1cccc([N+](=O)[O-])c1
2,i,i,-4,0.0,-5,5,-8,2,-5,Cc1ccnc(N2C(=O)c3ccccc3C2Nc2cccc(C)c2C)c1 (centres undefined)
3,i,.,4,-4.3,0,-2,6,-3,1,CCc1nc(N2CCOCC2)c(C#N)c2c1COC(C)(C)C2
-3,i,i,-8,-0.8,1,0,-4,-2,-2,O=C(NC12CC3CC(CC(C3)C1)C2)C1CCCN1C(=O)NC1CCCCC1 (centres undefined)
-2,i,i,-21,2.4,2,0,-13,1,-5,CCC1Oc2ccccc2C(=O)N(CC(=O)c2ccc3c(c2)OCCO3)C1=O (centres undefined)
-1,i,i,3,0.2,4,1,2,1,11,CCN(CCO)Cc1csc2cc(C)ccc12
2,i,i,-8,-1.3,-1,4,3,2,3,CCCCOC(=O)c1ccc(NC(=O)C(=O)NCc2ccccn2)cc1

# (next part)
Rin1 Abl inh,Rpn11 block,Neddylation inh,NadD block,LMPTP inh,CSN inh,STEP inh,Scp1 inh,SUMO1 PPI mod,DNMT1 inh,mol
4,i,i,-3,0.2,12,1,9,2,4,COc1ccc(NC(=O)C2CCC(CNS(=O)(=O)c3cccs3)CC2)cc1 (centres undefined)
1,i,i,-8,-0.2,-1,1,-10,1,5,CC(Oc1ccc(Cl)cc1Cl)C(=O)OCn1nnc2ccccc2c1=O (centres undefined)
2,i,i,7,0.6,10,3,-9,-8,0,O=C(/C(C=Nc1cc2c(oc1=O)CCCC2=O)=C(\O)c1ccccc1)c1ccccc1
-2,i,i,46*,-0.2,6,1,-4,1,-2,COc1cccc(OCc2cc(/C=N/Nc3ccc(C(=O)O)cc3)ccc2OC)c1
1,i,i,0,-1.2,-5,-2,-1,-1,-2,CCC(C)(C)NC(=O)CN(C(=O)c1csnn1)c1cccc2c1CCCC2
3,i,i,46*,2.5,0,-1,-1,-13,30,N#C/C(=C/c1ccc(-c2cccc([N+](=O)[O-])c2)o1)C(=O)Nc1nc(-c2cccs2)cs1
1,i,i,-5,1.3,2,-1,-9,-14,0,Cc1ccc(-c2cc(Cc3ccccc3)c(=O)[nH]n2)cc1
-3,i,i,1,-1.7,0,0,0,-5,-3,CCCCC(=O)NC1=C(C(=O)OC)SCC1

# Screens as filed in PubChem.
